Assay outcomes as filed in PubChem.
DNMT1 block – inhibitors of human DNMT1; P26358; DNMT1 molecular beacon, Hinp1I cleavage, fluorescence; inhibition (reported as % activation of signal), % at 10 µM; 360,000 compounds, 0.83% hits; in the data active = inhibition above about 50%
Rpn11 block – blocks the human proteasome subunit Rpn11 | calls only at 20 µM | human 26S proteasome, Ub4-pepOG fluorescence polarization; 20S core pre-blocked with epoxomicin | 360,000 compounds, 0.59% hits;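 active = inhibition at 20 µM, scaled to each plate's controls, above about 33%, limit read from the data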
STEP block – inhibitors of human striatal-enriched phosphatase STEP; recombinant STEP, OMFP fluorogenic substrate, fluorescence; inhibition, % at 20 µM; 360,000 compounds, 0.25% hits; AID 588621;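 active = inhibition at 20 µM, scaled per plate between control wells, above about 37%, limit read from the data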;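 also: 0% = DMSO with enzyme and substrate and 100% = substrate only without enzyme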
Target sequence (P54829 whole entry, looked up): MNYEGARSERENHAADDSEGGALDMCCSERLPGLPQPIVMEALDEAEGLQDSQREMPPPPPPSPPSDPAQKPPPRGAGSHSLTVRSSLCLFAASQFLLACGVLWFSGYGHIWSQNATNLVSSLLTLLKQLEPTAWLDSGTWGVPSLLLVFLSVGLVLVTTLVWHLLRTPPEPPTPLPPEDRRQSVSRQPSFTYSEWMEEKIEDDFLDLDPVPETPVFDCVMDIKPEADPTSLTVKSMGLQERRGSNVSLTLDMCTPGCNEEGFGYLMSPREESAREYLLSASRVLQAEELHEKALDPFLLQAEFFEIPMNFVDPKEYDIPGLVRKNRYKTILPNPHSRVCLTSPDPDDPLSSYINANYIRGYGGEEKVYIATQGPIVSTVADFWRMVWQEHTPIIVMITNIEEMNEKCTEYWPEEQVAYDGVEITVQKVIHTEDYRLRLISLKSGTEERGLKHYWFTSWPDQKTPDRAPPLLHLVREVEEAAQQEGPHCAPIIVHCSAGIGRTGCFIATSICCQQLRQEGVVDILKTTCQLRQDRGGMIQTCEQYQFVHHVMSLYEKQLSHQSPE
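Assay system: isolated STEP enzyme / Timing: 20 min at room temperature, dark / Doses: 20 µM, 1% DMSO / Technique: fluorescence intensity, excitation 480 nm, emission 540 nm / Reagent: fluorogenic phosphatase substrate OMFP at 25 µM final / Measure: percent inhibition scaled to no-enzyme and uninhibited-enzyme controls, plate-pattern corrected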
LMPTP inh – blocks human LMPTP phosphatase; P24666; recombinant LMPTP-A, OMFP fluorogenic substrate, fluorescence intensity; inhibition, % at 20 µM; 360,000 compounds, 0.22% hits; AID 651560;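 active = compounds that cut the enzyme signal by at least half of the control window in the single-dose screen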;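 also: plate controls were DMSO wells with enzyme plus substrate for no effect and substrate without enzyme for full effect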
Target sequence (P24666 whole entry, looked up): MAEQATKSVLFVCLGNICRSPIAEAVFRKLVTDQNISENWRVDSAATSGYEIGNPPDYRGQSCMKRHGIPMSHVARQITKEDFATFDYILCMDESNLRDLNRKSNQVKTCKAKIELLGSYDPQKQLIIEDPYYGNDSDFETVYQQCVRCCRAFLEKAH
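test system = LMPTP-A | amount = 0.625 nM LMPTP-A final | reagent = fluorogenic phosphatase substrate OMFP at 400 µM final | incubation = 50 min at room temperature | benchmarks = no-enzyme low control, uninhibited high control | medium = Bis-Tris pH 6.0, DTT, detergent | signal = fluorescence intensity of OMFP turnover product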
CSN deneddyl inh – inhibitors of human CSN-mediated cullin deneddylation; Q92905; Purified CSN, SCF-Nedd8-OG deneddylation, fluorescence polarization; inhibition, % at 12.5 µM; 360,000 compounds, 0.38% hits; AID 651999;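 active = pattern-corrected inhibition above about 35%, with an unprinted fluorescence ratio check between 0.5 and 1.5, limit read from the data, passing the limit was not always enough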;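 also: 0% = enzyme with substrate and 100% = substrate without enzyme; some results filed as inactive read as strong as hits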
Target sequence (Q92905 whole entry, looked up, one chain of several): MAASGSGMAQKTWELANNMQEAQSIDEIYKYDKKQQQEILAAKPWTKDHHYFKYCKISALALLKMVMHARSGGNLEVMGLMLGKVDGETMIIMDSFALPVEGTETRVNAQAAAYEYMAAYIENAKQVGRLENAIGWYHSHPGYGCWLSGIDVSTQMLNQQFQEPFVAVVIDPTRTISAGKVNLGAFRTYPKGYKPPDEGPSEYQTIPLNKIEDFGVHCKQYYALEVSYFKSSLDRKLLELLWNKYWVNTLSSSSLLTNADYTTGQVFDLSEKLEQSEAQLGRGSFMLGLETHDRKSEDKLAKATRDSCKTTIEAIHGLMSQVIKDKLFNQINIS
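Detection – fluorescence polarization · System – HEK293T-derived human Csn5 enzyme · Controls – substrate-only high control, full reaction low control · Timing – 90 min, room temperature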
MsrA inhibitor – inhibits bovine methionine sulfoxide reductase A. AID 651718. 360,000 compounds, 0.75% hits. inhibition, % at 15.5 µM. purified bovine MsrA, absorbance read-out; in the data active = inhibition above about 4.5%;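 also: 0% = vehicle wells with enzyme and 100% = reference inhibitor wells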
NadD inh – blocks S. aureus nicotinate mononucleotide adenylyltransferase; purified NadD enzyme, colorimetric absorbance read-out; 360,000 compounds, 0.78% hits; inhibition, % at 20 µM; in the data active = inhibition above about 26%; also: some compounds past the cut are filed as inactive
Tb MetRS inh – blocks T. brucei methionyl-tRNA synthetase activity. purified T. brucei MetRS, ATP depletion, Kinase-Glo luminescence. inhibition, % at 11.9 µM. 360,000 compounds, 0.4% hits;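 active = inhibition above a per-plate cutoff of the control wells' mean inhibition plus 3 SD, cut at about 5.5% in these data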;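 also: 0% = DMSO wells median and 100% = median of wells with control inhibitor compound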
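Dosing: 11.9 µM single point; system: parasite MetRS enzyme; technique: luminescence of leftover ATP; times: 15 min enzyme-compound preincubation, 2 h reaction, 10 min detection, 25 °C; replicates: each compound tested once; read-out basis: percent inhibition relative to median high and low control wells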
SUMO1-SIM PPI – modulators of human SUMO1-mediated protein-protein interactions. 360,000 compounds, 0.33% hits. SUMO1 binding to a labelled peptide, TR-FRET, 1 h. inhibition, % at 20 µM; in the data active = inhibition above about 37%
Scp-1 inhibitor – Scp-1 (human) phosphatase inhibition; inhibition, % at 20 µM; Q9GZU7; Recombinant Scp1, phosphopeptide, malachite green phosphate absorbance; AID 493091; 340,000 compounds, 0.88% hits;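 active = inhibition above about 50% at 20 µM, limit read from the data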;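 also: plate controls were DMSO wells with enzyme for no effect and wells lacking enzyme for full effect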
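Times: enzyme reaction 45 min at room temperature, colour 5 min, stabilisation 30 min. Material: SCP-1 catalytic fragment, aa 76-261. Medium: Acidic Tris acetate buffer with magnesium and detergent. Signal: colorimetric free-phosphate detection, absorbance 630 nm. Read-out basis: % inhibition of SCP-1 phosphate liberation. Reagent: Phosphorylated 17-residue peptide substrate.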
An asterisk follows results filed as active; i = inactive; x = no result given.

compound	Rpn11 block	Scp-1 inhibitor	Tb MetRS inh	CSN deneddyl inh	NadD inh	MsrA inhibitor	SUMO1-SIM PPI	STEP block	LMPTP inh	DNMT1 block
CS(=O)(=O)n1nc(NCc2cccs2)nc1NCc1cccs1	i	-3	-0.5	-7	-2	-0.7	-1	-1	0.2	-3
Cc1cccc(NC(=S)NCC(c2cccnc2)N2CCOCC2)c1C (centres undefined)	i	-3	0.0	-16	0	0.5	1	-2	-1.2	6
Cc1ccc(-n2cnc3ncnc(-c4ccccc4)c32)cc1	i	-4	0.1	1	-1	0.7	-2	-1	-1.6	4
COc1ccc(CCNC(=O)c2c(C)cc(=O)oc2C)cc1OC	i	-3	-0.5	1	-7	2.3	-1	-3	-2.5	1
Cc1ccc(N2C(=O)C(NC(=O)c3ccccc3)(C(F)(F)F)C3=C2CC(C)(C)CC3=O)cc1 (centres undefined)	i	-10	-0.3	-1	-1	0.2	4	-2	0.2	-7
CCN(CC)CC(=O)Nc1cccc(S(=O)(=O)N2CCCC2)c1	i	16	-0.3	-4	-1	0.5	-4	1	-0.2	-1
OC(c1cc(Cl)cc(Cl)c1)c1ncc(-c2ccccc2F)[nH]1 (centres undefined)	i	x	30*	3	-7	-0.1	-2	1	1.8	-6
O=C(/C=C/c1ccccc1Cl)Nc1cccnc1	i	1	0.6	6	2	-0.7	-13	0	-3.0	0
COc1cc(OC)cc(-c2c(-c3ccc(F)cc3)c3cc(-c4ccc(SC)cc4)ccc3n2C)c1	i	-6	-0.3	-2	4	-0.7	-5	1	0.3	9
O=C(Cn1cc2c(n1)CCCC2)NCCCN1CCN(Cc2ccccc2)CC1	i	-4	0.4	4	-2	0.3	-6	0	-1.6	-1
O=C(CCN1C(=O)c2cccc3cccc(c23)C1=O)NC1CCS(=O)(=O)C1 (centres undefined)	i	-12	-0.2	0	4	2.0	-33	-3	-0.9	3
Cc1nc2cc(Nc3ccncc3)ccc2s1	i	-7	-0.1	3	1	-1.4	-1	-1	8.1	-1
COC(=O)/C=C1/S/C(=N/NC(=O)c2ccc(Cl)cc2Cl)NC1=O	i	-4	0.3	-1	3	1.1	-12	0	-0.9	-1
NC(=O)c1ccsc1NC(=O)COC(=O)COc1ccc(C=O)cc1	i	1	0.2	2	3	2.5	5	-2	-0.5	-2
COc1ccccc1C(=O)N(Cc1sccc1C)C1CCS(=O)(=O)C1 (centres undefined)	i	-5	0.5	2	-4	-1.2	0	-2	-0.3	1
COc1ccccc1-c1coc2c(CN3C(C)CCCC3C)c(O)ccc2c1=O (centres undefined)	i	-8	1.1	1	6	2.1	-2	-1	0.1	-15
O=C(CCNS(=O)(=O)c1ccccc1C(F)(F)F)NC1CCCCCC1	i	-1	-0.5	1	0	-1.4	5	0	0.6	1
CC(Sc1nnc(C2CC2)n1C1CC1)C(=O)NC1(C#N)CCCCC1 (centres undefined)	i	7	-0.6	-3	-4	0.8	-1	2	-0.6	2
O=C(CN1CCOCC1)Nc1nc2cc([N+](=O)[O-])ccc2s1	i	-3	-0.7	-3	8	1.8	-23	1	1.5	-1
O=C1[C@H]2[C@@H](c3ccc(C(F)(F)F)cc3)N[C@]3(CCCN(Cc4ccco4)C3=O)[C@H]2C(=O)N1Cc1ccccc1	i	x	-0.7	-3	4	-0.4	2	0	0.5	-2

For convenience, some entries already given:
compound	Rpn11 block	Scp-1 inhibitor	Tb MetRS inh	CSN deneddyl inh	NadD inh	MsrA inhibitor	SUMO1-SIM PPI	STEP block	LMPTP inh	DNMT1 block
CS(=O)(=O)n1nc(NCc2cccs2)nc1NCc1cccs1	i	-3	-0.5	-7	-2	-0.7	-1	-1	0.2	-3
Cc1cccc(NC(=S)NCC(c2cccnc2)N2CCOCC2)c1C (centres undefined)	i	-3	0.0	-16	0	0.5	1	-2	-1.2	6
Cc1ccc(-n2cnc3ncnc(-c4ccccc4)c32)cc1	i	-4	0.1	1	-1	0.7	-2	-1	-1.6	4
COc1ccc(CCNC(=O)c2c(C)cc(=O)oc2C)cc1OC	i	-3	-0.5	1	-7	2.3	-1	-3	-2.5	1

Additional records:
compound	Rpn11 block	Scp-1 inhibitor	Tb MetRS inh	CSN deneddyl inh	NadD inh	MsrA inhibitor	SUMO1-SIM PPI	STEP block	LMPTP inh	DNMT1 block
COc1ccc(-c2noc(CN(C)C(=O)CCCN3C(=O)[C@H]4CC=CC[C@H]4C3=O)n2)cc1	i	x	-0.2	1	1	0.2	-3	-1	0.5	5
CC(=O)N(Cc1ccc(Br)cc1)c1ccccc1C(=O)O	i	-2	-0.5	6	-4	-0.5	-2	1	-1.6	0
O=C(NC1CCCC1)C(c1ccc(F)cc1)N(Cc1ccc(F)cc1)C(=O)CCl (centres undefined)	i	-1	-0.9	-2	-2	0.6	2	-2	-1.8	13
CC1(C)S/C(=N/N=C/c2ccco2)NC1=O	i	-5	-0.9	0	-1	5.9*	-5	-2	-1.3	0
O=C1NC(c2cccs2)C(C(=O)c2ccccc2)C(O)(C(F)(F)F)N1 (centres undefined)	i	-7	-0.1	-1	2	-0.1	-3	-2	0.3	2
COCCNC(=O)c1c[nH]c2cc(OC)c(OC)cc2c1=O	i	2	-0.4	2	-5	0.6	4	3	1.0	-3
Cc1c(O)ccc2c(CN3CCOCC3)cc(=O)oc12	i	-3	0.1	3	3	1.0	-3	0	-2.5	0
CCOC(=O)CCCCNC(=O)Nc1ccccc1	i	9	0.8	-1	2	-0.4	3	-4	-1.3	0
COC(=O)C1=NN(c2ccc(Cl)cc2)C2C(=O)N(c3ccccc3OC)C(=O)C12 (centres undefined)	i	6	-0.7	-2	-1	0.1	-9	0	1.5	-1
CC(C)(C)c1ccc(S(=O)(=O)NNC(=O)C2CCN(Cc3cccc(F)c3)CC2)cc1	i	-11	0.8	-12	-7	-0.2	-1	0	-0.1	0
COC(=O)CN1C(=S)N(c2ccc(OC)cc2)C(=O)/C1=C/c1cccs1	i	-12	0.7	-12	-10	2.0	-2	0	1.5	0
O=C(NCc1ccco1)C(c1ccncc1)N(C(=O)Cn1nnc2ccccc21)c1ccccc1F (centres undefined)	i	-3	0.0	5	0	-0.1	3	-4	-0.9	-2
CN1CCN(CCCNc2c(C=O)c(=O)[nH]c3ccccc23)CC1	i	-7	-0.1	1	0	-0.1	-27	-2	-10	2
Cc1cccc(C)c1-n1nnnc1C(c1cccc2ccccc12)N1CCN(C/C=C/c2ccccc2)CC1 (centres undefined)	i	x	-0.3	-5	22	0.8	-2	6	10	0
CCCC(=O)N1CCC1(C)C(=O)Nc1ccc2nc(C)ccc2c1 (centres undefined)	i	x	-0.1	-2	4	0.7	1	-2	0.6	-2
O=S1(=O)CCS(=O)(=O)C1c1ccccc1	i	-1	-0.5	-1	-3	-0.6	-1	-1	-1.9	4
O=C(CCC(=O)N(CC(=O)NC1CCCCC1)Cc1ccccc1)Nc1ccccn1	i	-8	-1.0	99	-1	0.9	0	2	-0.5	-1
CCOC(=O)CC1(NC(=O)c2cc(COc3c(F)cccc3F)on2)CCCCC1	i	-9	-0.3	4	-8	0.9	2	-1	0.0	4
CC1(C)CC(NC(=O)c2cc([N+](=O)[O-])cc([N+](=O)[O-])c2)CC(C)(C)N1	i	-8	0.1	1	3	1.5	-48	4	3.6	1
CCOc1ccc(NS(=O)(=O)c2ccc(NC(=S)NC(=O)C(C)C)cc2)cc1	i	-17	-1.3	-4	-10	0.4	-1	1	2.1	-8

compound	Rpn11 block	Scp-1 inhibitor	Tb MetRS inh	CSN deneddyl inh	NadD inh	MsrA inhibitor	SUMO1-SIM PPI	STEP block	LMPTP inh	DNMT1 block
O=C(CSc1ccc(-c2cccnc2)nn1)Nc1ccccc1C(F)(F)F	i	0	0.1	1	-3	0.3	3	2	1.2	2
COC(=O)c1cc(-c2ccc(Cl)cc2)n(-c2ccc(S(N)(=O)=O)cc2)n1	i	-1	-0.2	-7	0	-1.4	-2	0	0.6	-1
COc1cccc(C(O)c2ncc(-c3cccc4ccccc34)[nH]2)c1 (centres undefined)	i	x	0.1	1	0	0.3	-14	2	-0.7	-1
COc1ccccc1CNC(=O)CN1C(=O)NC(c2ccccc2)(c2ccc(C)c(C)c2)C1=O (centres undefined)	i	-5	-0.3	-5	15	0.3	1	-2	2.2	1
CCOC(=O)C(C)c1n[nH]c(=O)c2ccccc12 (centres undefined)	i	-5	-0.1	-2	3	-0.9	1	20	0.6	5
COc1ccc(-n2nc(C(=O)NCC(=O)NCc3ccc(F)cc3)c3ccccc3c2=O)c(OC)c1	i	1	-0.2	5	0	0.5	12	2	-0.3	-4
CC(C)n1nc(C(=O)NNC(=O)c2ccncc2)c2ccccc2c1=O	i	0	-0.5	-8	-5	0.1	-1	0	-0.7	1
Cc1ccc(/C=C2/SC(=O)N(CC(=O)N3CCOCC3)C2=O)s1	x	-13	0.1	13	2	0.6	-25	-1	-0.6	-1
O=C(Nc1ccc2c(c1)OCO2)c1cncc(Br)c1	i	-6	-0.4	-2	-3	0.3	-5	4	0.5	-2
COc1ccc(S(=O)(=O)NCC(=O)N(CC2CCCO2)C(C(=O)NC2CCCC2)C(C)C)cc1 (centres undefined)	i	0	-0.4	0	2	-0.4	-2	5	-1.2	3
COc1ccc(Cc2nc3ccc(C(=O)NCCCSC)cc3o2)cc1OC	i	1	-0.5	-5	-2	0.2	0	-2	0.2	3
CCc1noc(C)c1C(=O)NNC(=O)c1cc(OC)c(OC)c(OC)c1	i	13	-0.4	2	8	0.5	-1	1	-1.2	0
COc1ccc(C(=O)NCC(=O)OCC(=O)Nc2cc(OC)ccc2OC)cc1	i	-2	0.2	-6	-6	-1.0	-4	-1	0.1	-4
CC(=O)Nc1ccc(Nc2nc(C)nc3c2nnn3Cc2ccccc2Cl)cc1	i	5	-0.5	6	-5	1.2	4	4	1.3	-3
CC1CC1C(=O)OCC(=O)NCc1ccc(Cl)cc1 (centres undefined)	i	-11	0.2	-3	-8	0.0	0	-4	-1.2	3
COc1ccc(NC(=O)NCc2ccco2)cc1OC	i	-7	0.4	0	0	-0.7	-2	-5	1.0	2
CC(C)CCNC(=O)C1CCN(S(=O)(=O)c2ccc3c(c2)CC(C)N3C(=O)C2CC2)CC1 (centres undefined)	i	-9	-0.5	0	-4	1.5	1	-1	0.7	-3
COc1ncnc2c1NC1=C(S2)C(=NCCC(=O)O)CC(C)(C)C1	i	4	-0.1	-6	0	0.8	-22	0	1.8	0
